# Mito fusion yeast: qHTS Assay for Small Molecule Inhibitors of Mitochondrial Division or Activators of Mitochondrial Fusion | S. cerevisiae fusion-defective mutant growth rescue, CellTiterGlo 48 h | AID 485298, 2010 | actives 0.23% (n = 320,000) | Potency, µM (doses to about 46.1 µM), inactives show at the top dose growth rescue (activation), hits mostly activators;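 further: potency means the concentration at half of the fitted maximal effect; % of control where 0% means no effect; nearly all actives have a fitted effect of over 45% in size; temperature-sensitive fusion mutants such as fzo1-1 at 37 °C on non-fermentable ethanol glycerol medium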
#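 Yeast fusion mutant, YPEG (non-fermentable carbon), compound, 48 h at 37C non-permissive; CellTiterGlo added, 10 min RT, luminescence read. Rescued growth = division inhibition.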
# USP2a inh: qHTS Assay for Inhibitors of Ubiquitin-specific Protease USP2a Using CHOP2 as the Reporter. Ubiquitin carboxyl-terminal hydrolase 2 (Homo sapiens), O75604. USP2 core, Ub-CHOP2 coupled fluorogenic reporter, 485/531. Potency, µM (top dose mostly 38.3 µM), without a hit: at the highest dose activity change, negative = inhibition, most hits filed as inhibitors. actives 0.01% (n = 330,000);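 further: potency means the concentration at half of the fitted maximal effect; plate controls were DMSO wells for no effect and full inhibition by NEM control for full effect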
# Target sequence (O75604 whole entry, looked up): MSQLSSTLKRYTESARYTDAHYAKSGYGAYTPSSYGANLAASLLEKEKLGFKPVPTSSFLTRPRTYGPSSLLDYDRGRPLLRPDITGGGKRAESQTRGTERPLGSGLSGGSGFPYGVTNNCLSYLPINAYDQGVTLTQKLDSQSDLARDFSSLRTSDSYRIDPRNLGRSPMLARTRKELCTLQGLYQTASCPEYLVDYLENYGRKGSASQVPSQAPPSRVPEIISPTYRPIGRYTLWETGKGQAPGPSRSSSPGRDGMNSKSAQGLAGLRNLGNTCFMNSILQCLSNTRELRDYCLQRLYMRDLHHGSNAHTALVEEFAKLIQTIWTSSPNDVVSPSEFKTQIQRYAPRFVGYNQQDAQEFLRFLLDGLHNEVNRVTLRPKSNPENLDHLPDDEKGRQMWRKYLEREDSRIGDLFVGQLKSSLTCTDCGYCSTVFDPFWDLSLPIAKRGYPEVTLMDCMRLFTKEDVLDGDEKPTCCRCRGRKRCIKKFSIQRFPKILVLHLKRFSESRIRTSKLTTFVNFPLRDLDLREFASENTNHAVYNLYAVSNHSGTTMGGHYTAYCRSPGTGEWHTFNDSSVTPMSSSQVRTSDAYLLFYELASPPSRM
#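 Deubiquitinase activity read as fluorescence (485/531 nm) after Ub-CHOP2 cleavage activates the enterokinase reporter on its substrate; USP2 core 10nM, Ub-CHOP2 and substrate 25nM each, 30min compound preincubation then 60min RT; data normalized to NEM, curves fitted.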
# TRPV1 agonist: HTS Assay for Compounds that Act as Agonists of the Vanilloid Receptor 1 | Transient receptor potential cation channel subfamily V member 1 (Homo sapiens), Q8NER1 | TRPV1-expressing cells, Fluo-8 calcium influx, agonist mode | activation, % at 8.33 µM | actives 0.19% (n = 320,000) | AID 540275, 2011; in the data active means activation above about 80%; inconclusive means between about 30% and that limit; further: 0% is about no effect
#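 Cells expressing TRPV1 were dye-loaded with Fluo-8 and read kinetically: 10 s baseline, 3 min after compound (agonist portion), then 2 min after EC20 capsaicin (allosteric enhancer portion). Calcium-bound dye fluorescence at 480/520 nm.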
# ELG1 repair inh: qHTS screen for small molecules that inhibit ELG1-dependent DNA repair in human embryonic kidney (HEK293T) cells expressing luciferase-tagged ELG1; HEK293T ELG1-luciferase reporter, luminescence, 16 h; DNA damage induced by 5-fluorouridine; Potency, µM (top dose mostly 46.1 µM), without a hit: top-dose activity change, negative = inhibition, actives largely listed as inhibitors; actives 2.3% (n = 330,000); AID 504467, 2011; further: potency means the concentration at half of the fitted maximal effect; on the % scale 0 is the no-effect control and ±100 the full control effect; nearly all actives have a fitted effect of over 55% in size
#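 DMSO vehicle served as the neutral condition. Each well held 2,000 cells given 5-fluorouridine plus compound; after 16 hr at 37 °C/5% CO2, ONE-Glo was added and luciferase measured 30 min later.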
# TSHR antag: Antagonists of the Thyroid Stimulating Hormone Receptor: HTS campaign | Thyrotropin receptor (Homo sapiens), P16473 | TSHR-expressing cells, TSH-stimulated cAMP HTRF, 2 h; hits give low values | activity change, negative = inhibition, % at 11.5 µM | actives 0.2% (n = 330,000);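 active means activity change below a set negative limit, meaning inhibition stronger than a set level, cut at about -70% in these data; inconclusive means activity change between two set negative limits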; further: on the % scale 0 is the no-effect control and ±100 the full control effect
#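 Read-out is FRET at 665 nm (cryptate excitation 337 nm) from a cryptate-tagged anti-cAMP antibody, competed by cell cAMP against cAMP-d2. Compounds are tested on freshly harvested TSHR cells challenged with 4nM TSH (EC80) for 2 hours at 37 deg C.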
# KCNH2 WT inh: qHTS for Inhibitors of KCHN2 3.1: Wildtype qHTS; Voltage-gated inwardly rectifying potassium channel KCNH2 (Homo sapiens), Q12809; U2OS, BacMam KCNH2, thallium flux FluxOr; hits give low values; activity change, % at 1.84 µM; actives 0.37% (n = 340,000); AID 720551, 2013;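 active means maximum activity change below -70%; inconclusive means maximum activity change between -70% and -50%; inactive means maximum activity change above -50%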; further: on the % scale 0 is the no-effect control and ±100 the full control effect
#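 U2OS cells transduced with wild-type KCNH2 virus are loaded with FluxOr dye for 45 min, and thallium flux is measured in kinetic reads before and after stimulation buffer. Rate constants are normalized to DMSO controls.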
# KCNH2 3.1 block: qHTS for Inhibitors of KCHN2 3.1: Mutant qHTS. U2OS KCNH2 3.1, thallium flux FluxOr; hits give low values. activity change, % (tested at about 1.8 µM). actives 0.95% (n = 340,000);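 active means maximum activity change below -70%; inconclusive means maximum activity change from -70% to -50%; inactive means maximum activity change above -50%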;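 further: thallium influx rate constant from kinetic fluorescence after stimulation buffer; on the % scale 0 is the no-effect control and ±100 the full control effect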
#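 Kinetic fluorescence (2 min after stimulation buffer) measures Tl+ influx through KCNH2 3.1 expressed by viral transduction in U2OS cells; the rate constant is normalized against DMSO controls serving as positive and negative references.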
# Eya2 inh: qHTS Assay for Inhibitors of the Phosphatase Activity of Eya2. Protein phosphatase EYA2 (Homo sapiens), O00167. recombinant Eya2, OMFP fluorescence dephosphorylation (OMFP is methylfluorescein phosphate). Potency, µM (series often up to 76.9 µM), for the others: at the highest dose activity, negative = inhibition, usual class: inhibitors. actives 0.006% (n = 330,000). AID 488837, 2010; further: potency means the concentration at half of the fitted maximal effect; on the % scale 0 is the no-effect control and ±100 the full control effect
#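 Eya2 protein (added as 0.2 uM solution) was preincubated with compound for 10 min at ambient temperature in 50 mM HEPES pH 7.5, 50 mM NaCl, 5 uM MgCl2, 0.05% BSA, 1 mM DTT. OMFP (added at 50 uM) then reacted 10 min; fluorescence read at 485/525 nm.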
# A-T KAP1 phos: qHTS Assay for Identifying a Potential Treatment of Ataxia-Telangiectasia. […] A-T fibroblasts, KAP-1 phosphorylation AlphaLISA; neocarzinostatin DNA damage 30 min before lysis. Potency, µM (highest dose often 57.5 µM), for the others: at the highest dose activation, most hits filed as activators. actives 0.19% (n = 320,000). AID 485349, 2010; further: potency means the concentration at half of the fitted maximal effect; % of control where 0% means no effect; nearly all actives have a fitted effect of over 45% in size
#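 hTERT-immortalized A-T patient fibroblasts ([…]), 500 cells/well in OPTI-MEM, 1% FBS, got compounds for 60 min, then NCS for 30 min at 37C. Lysates were then assayed for phospho-KAP-1 by AlphaLISA (anti-pKAP1 donor, anti-KAP1 acceptor beads), 6 hr at 25C.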
# TCR act: Activators of T cell receptors: qHTS campaign | primary human leukocytes, anti-CD3, IL-2 HTRF, 48 h | Potency, µM (top dose mostly 9.22 µM), without a hit: at the highest dose activation of IL-2 secretion, usual class: activators | 330,000 tested, under 10 active | AID 504894, 2011; further: % of control where 0% means no effect
#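 48 hr co-incubation of compounds, a-CD3 beads and primary human leukocytes; IL-2 quantified homogeneously by HTRF with anti-IL-2 K and d2 conjugates.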
# The depositor's hits bear a star; i = inactive; ? = inconclusive; nt = not tested or not shown; [ ] = dose if it differs, or a comment. Unless noted, the call rests on the fitted dose curve; in most records, active means well fitted curve in the direction sought with a large enough effect; inconclusive means small, poorly fitted or top-dose-only effect, or another doubt; inactive means no such curve, though single readings can be large; an effect the other way counts as inactive or inconclusive. Only part of the results is shown; the hit share may differ from the screen's.
entry	smiles	KCNH2 3.1 block	USP2a inh	TCR act	A-T KAP1 phos	TRPV1 agonist
1	CCOC(=O)C1=C(C)Nc2sc(C(=O)c3ccc(OC)cc3)c(N)c2C1c1ccc(C(=O)OC)cc1 (stereo not drawn)	-4	-6%	1%[46.1 µM]	5%	-9
2	N#CC1(C#N)[C@@H](C(=O)C23CC4CC(CC(C4)C2)C3)C12CCOCC2	-8	3%	-3%[46.1 µM]	1%	-4
3	N/C(COc1ccc(Cl)cc1)=N\NS(=O)(=O)c1ccccc1	-9	1%	4%	3%	3
4	CC(C)NC(=S)NN(c1ccccc1)c1ccccc1	6	0%	5%	-1%	1
5	Cc1cccc(N2CCN(C(=O)COc3ccc4c(c3)CCC4)CC2)c1C	-2	0%	1%[46.1 µM]	7%	27
6	CSc1ccc(CN2CCN(CC=C(C)C)C(CCO)C2)cc1 (stereo not drawn)	-4	4%	4%	6%	-5
7	CCOC(=O)C1CCN(CCC(=O)Nc2ccc(F)cc2)CC1	20	-2%	1%	1%	-4
8	CCc1cc(C(=O)OC)c(NC(=O)CCCC(=O)O)s1	2	2%	4%	10%	nt

entry	Eya2 inh	ELG1 repair inh	KCNH2 WT inh	TSHR antag	Mito fusion yeast
1	1%	?	-3	37	1%
2	-9%	12%	2	9	-3%
3	10%	5%	-1	-8	3%
4	-19%	3%	4	-11	-1%
5	0%	?	1	-43	10%
6	4%	-9%	19	30	-4%
7	4%	-7%	34	-10	0%
8	-8%	11%	6	-5	0%

# Other results follow:
entry	smiles	KCNH2 3.1 block	USP2a inh	TCR act	A-T KAP1 phos	TRPV1 agonist
9	CCOC(=O)c1cc2sccc2n1CC(=O)c1ccc2c(c1)OCCO2	-32	-4%	-27%	-3%	8
10	COc1ccc(-c2cc(C(F)(F)F)nc(SCC(N)=O)n2)cc1	-5	0%	-6%	0%	-4
11	COc1ccc(CCn2c(C)cc(C(=O)COC(=O)c3cnccn3)c2C)cc1	3	1%	3%	1%	15
12	O=Cc1ccc(OCc2ccccn2)cc1	3	2%	-3%[46.1 µM]	1%	-1
13	CNc1ccc(Br)cc(C(=O)/C=C/c2ccc(Cl)cc2Cl)c1=O	-19	-2%	10%	6%	-2
14	NC(=O)CSc1nnc(-c2cc(-c3cccs3)nc3ccccc23)o1	5	3%	4%	3%	21
15	CC(C)N(C(=O)Cn1cc(S(=O)(=O)CC(=O)N2CCOCC2)c2ccccc21)C(C)C	6	1%	-2%	1%	-4
16	CCS(=O)(=O)c1nc(S(=O)(=O)c2ccc(Cl)cc2)c(N2CCN(C)CC2)s1	4	3%	-2%	2%	1

entry	Eya2 inh	ELG1 repair inh	KCNH2 WT inh	TSHR antag	Mito fusion yeast
9	-3%	-3%	19	-15	?
10	-6%	-12%	1	11	15%
11	-1%	0%	-2	13	0%
12	-5%	?	0	5	-6%
13	-6%	?	-1	-17	20%
14	7%	?	3	-12	1%
15	12%	?	3	4	0%
16	-11%	9%	6	53	-1%

# (cont.)
entry	smiles	KCNH2 3.1 block	USP2a inh	TCR act	A-T KAP1 phos	TRPV1 agonist
17	O=c1c2ccccc2c(C=Nc2cccc(O)c2)c(O)n1-c1ccc2c(c1)OCO2	5	0%	0%	7%	4
18	COc1ccccc1-n1nnnc1SCC(=O)NC(=O)Cc1ccccc1	22	3%	0%	-1%	-1
19	CCN(CC(=O)Nc1cccc(S(=O)(=O)N2CCCC2)c1)CC(=O)Nc1ccccc1OC	1	0%	3%	4%	17
20	COc1cc(SC)ccc1C(=O)NCC1CCCCC1	-6	1%	1%	-7%	?
21	N#CNC(=Nc1ccc(Cl)cc1)Oc1ccccc1	8	-4%	5%	3%	11
22	O=C(NCC(=O)N1CCCCC1)c1sc2ccccc2c1Cl	24	0%	-8%	0%	?
23	CCOc1ccc(CCNC(=O)C(C)N2C(=O)CC(C)(C)Sc3ccccc32)cc1 (stereo not drawn)	-2	0%	0%	34%	2
24	COc1cc(NC(=O)c2ccc(C)cc2C)ccc1NC(=O)c1cccs1	2	0%	3%	4%	-5

entry	Eya2 inh	ELG1 repair inh	KCNH2 WT inh	TSHR antag	Mito fusion yeast
17	2%	-15%	-7	-12	1%
18	-7%	1%	-4	15	-5%
19	-29%	?	-5	3	-2%
20	-3%	?	2	-10	5%
21	0%	?	-5	3	-3%
22	2%	?	3	-4	2%
23	-5%	-4%	nt	-19	?
24	6%	?	4	1	0%

# The list goes on:
entry	smiles	KCNH2 3.1 block	USP2a inh	TCR act	A-T KAP1 phos	TRPV1 agonist
25	CCc1cc(=O)n2[nH]c(C)c(-c3ccccc3OC)c2n1	6	-1%	-1%	-1%	2
26	CCC(C)c1ccc(NC(=O)Nc2cccnc2)cc1 (stereo not drawn)	14	-1%	0%	1%	?
27	CC(=O)N1C(c2ccccc2)CC(=O)OC1c1ccc2c(c1)OCO2 (stereo not drawn)	3	2%	6%	5%	0
28	COc1ccccc1NC(=O)Nc1nc2ccc(S(N)(=O)=O)cc2s1	-9	1%	-1%	7%	-2
29	COc1cccc(CNC(=O)CSc2cc(=O)n(C)c3ccccc23)c1	-1	3%	-2%	0%	9
30	CC(=O)c1cccc(NC(=S)NC2CCCCC2)c1	2	3%	2%[46.1 µM]	2%	?
31	COc1cccc(-c2ncc3ccccc3c2COC(=O)c2ccc(F)cc2)c1	-9	0%	-5%	6%	16
32	COc1ccc(Cl)cc1NC(=O)Nc1cn(C)nc1C	-6	-2%	1%	7%	-1

entry	Eya2 inh	ELG1 repair inh	KCNH2 WT inh	TSHR antag	Mito fusion yeast
25	-17%	-21%	-3	8	0%
26	-9%	?	3	0	6%
27	-2%	4%	-5	9	4%
28	-14%	?	-15	-42	-1%
29	8%	?	i	1	-2%
30	1%	-1%	-3	13	1%
31	21%	?	-13	-3	20%
32	-3%	?	-1	40	7%

# (continued)
entry	smiles	KCNH2 3.1 block	USP2a inh	TCR act	A-T KAP1 phos	TRPV1 agonist
33	O=C(NNC(=O)C1CC=CCC1)c1ccccc1Br (stereo not drawn)	-14	-2%	nt	6%	0
34	CC1(C)CC(=O)C(C2C3=C(CC(C)(C)CC3=O)Oc3c(Br)cc(Br)cc32)=C(O)C1 (stereo not drawn)	9	1%	3%	-5%	13
35	CN1CCN(NC(=O)c2cc(-c3ccc(Br)s3)nc3ccccc23)CC1	2	-2%	5%	3%	-2
36	COCCOC(=O)C1=C(N)OC2=C(C(=O)CC(C)(C)C2)C1c1ccncc1 (stereo not drawn)	32	3%	-7%	-2%	-1
37	CCc1ccc(C2CC(c3ccccc3Cl)Nc3nc(N)nn32)cc1 (stereo not drawn)	-1	3%	-11%	-6%	9
38	O=C(OCc1nnc(-c2ccccc2)o1)c1cc(S(=O)(=O)N2CCOCC2)c(Cl)cc1Cl	6	0%	-4%	-2%	2
39	Cn1c(-c2ccc(F)cc2)cnc1SCC(=O)Nc1ccccc1N1CCOCC1	-22	2%	-2%	-3%	3
40	O=C(CNC(=O)c1cnccn1)Nc1ccc(F)c(F)c1F	3	2%	11%	10%	-1

entry	Eya2 inh	ELG1 repair inh	KCNH2 WT inh	TSHR antag	Mito fusion yeast
33	3%	?	-5	-11	-1%
34	-10%	5%	2	-3	-29%
35	6%	18%	0	6	-29%
36	11%	8%	-5	0	0%
37	-1%	?	4	4	-1%
38	1%	0%	11	-15	0%
39	-15%	?	3	-7	8%
40	4%	-5%	-3	1	-1%
